# Screening data as filed in PubChem BioAssay.
# Mtb BioA inh: M. tuberculosis BioA enzyme inhibitors, primary screen, biochemical, plate reader, single point, HTS; hit rate 0.096% among 360,000; 7,8-diaminopelargonic acid synthase BioA (Mycobacterium tuberculosis); purified M. tuberculosis BioA enzyme; inhibition, % at 9.99 µM; in the data active = inhibition above about 40%
# Numbers without * were called inactive; & = joins results of further samples. This is a subset; rates above refer to the full screens.
# A first look (three entries):
SMILES,Mtb BioA inh
CCCNC(=O)C[C@H]1CC[C@H]2[C@@H](COc3ccc(NC(=O)Nc4ccccc4)cc3C(=O)N2C)O1,1.1
C[C@H]1CN([C@@H](C)CO)C(=O)Cc2cc(NC(=O)CCN3CCOCC3)ccc2O[C@H]1CN(C)Cc1ccc(Oc2ccccc2)cc1,3.9
C[C@H](CO)N1C[C@H](C)[C@H](CN(C)CC2CC2)Oc2ccc(NS(=O)(=O)c3ccc(Cl)cc3)cc2C1=O,-0.7

# This part in full, from the first entry:
SMILES,Mtb BioA inh
CCCNC(=O)C[C@H]1CC[C@H]2[C@@H](COc3ccc(NC(=O)Nc4ccccc4)cc3C(=O)N2C)O1,1.1
C[C@H]1CN([C@@H](C)CO)C(=O)Cc2cc(NC(=O)CCN3CCOCC3)ccc2O[C@H]1CN(C)Cc1ccc(Oc2ccccc2)cc1,3.9
C[C@H](CO)N1C[C@H](C)[C@H](CN(C)CC2CC2)Oc2ccc(NS(=O)(=O)c3ccc(Cl)cc3)cc2C1=O,-0.7
Cc1noc(C)c1NC(=O)Nc1ccc2c(c1)CC(=O)N([C@H](C)CO)C[C@H](C)[C@@H](CN(C)C(=O)Nc1ccc(C(F)(F)F)cc1)O2,-2.1
CNC[C@H]1Oc2ccc(NC(=O)Nc3ccc(F)cc3)cc2C(=O)N([C@@H](C)CO)C[C@H]1C,-1.1
C[C@H](CO)N1C[C@H](C)[C@@H](CN(C)C(=O)Cc2ccccc2)OCCCC[C@H](C)Oc2ccc(NC(=O)Nc3cccc4ccccc34)cc2C1=O,-1.0
O=C(NCc1ccc(F)cc1)[C@H]1[C@H](CO)[C@H]2Cn3c(cccc3=O)[C@@H]1N2CC1CCCC1,1.6
COc1ccc(S(=O)(=O)Nc2ccc3c(c2)CC(=O)N([C@H](C)CO)C[C@@H](C)[C@H](CN(C)S(=O)(=O)c2c(C)noc2C)O3)cc1,-1.1
CCCNC(=O)N1C[C@H](O)COC[C@@H]2O[C@@H](CC(=O)N[C@@H]3CCN(Cc4ccccc4)C3)CC[C@H]21,0.0
C[C@@H]1CCCCO[C@@H](CN(C)Cc2ccncc2)[C@@H](C)CN([C@@H](C)CO)C(=O)c2cc(NC(=O)CCC(F)(F)F)ccc2O1,-0.4
C[C@H](CO)N1C[C@H](C)[C@H](CN(C)C(=O)NC2CCCC2)Oc2ncc(Br)cc2C1=O,0.0&0.5
C[C@@H]1CCCCO[C@@H](CN(C)C(=O)c2ccncc2)[C@H](C)CN([C@@H](C)CO)C(=O)c2cc(NS(=O)(=O)c3cn(C)cn3)ccc2O1,-1.0
COc1ccc(S(=O)(=O)N[C@H]2C=C[C@@H](CC(=O)N3CCC(Cc4ccccc4)CC3)O[C@@H]2CO)cc1,4.5
O=C(Nc1ccc2c(c1)[C@@H]1C[C@@H](CC(=O)N3CCOCC3)O[C@H](CO)[C@@H]1O2)C1CCC1,-0.7
O=C(C[C@@H]1CC[C@@H]2[C@H](COC[C@@H](O)CN2C(=O)C2CC2)O1)NCc1ccccc1Cl,-1.8
Cc1ccccc1-c1ccc2c(c1)O[C@@H](CN(C)C(=O)Nc1ccc(F)cc1)[C@@H](C)CN([C@H](C)CO)S2(=O)=O,-1.7
Cc1noc(C)c1NC(=O)N(C)C[C@@H]1Oc2ccc(NS(=O)(=O)c3c(C)noc3C)cc2CC(=O)N([C@@H](C)CO)C[C@H]1C,0.8
C[C@H](CO)N1C[C@H](C)[C@H](CN(C)Cc2ccc(C(F)(F)F)cc2)Oc2ccc(NC(=O)Cc3ccccc3)cc2C1=O,-0.8
CCCNC(=O)[C@H]1[C@H](CO)[C@H]2Cn3c(ccc(-c4ccccc4F)c3=O)[C@@H]1N2C(C)=O,0.6
C[C@@H]1CN([C@@H](C)CO)C(=O)CCCn2nncc2CO[C@@H]1CN(C)Cc1ccc(C(=O)Nc2ccccc2N)cc1,-2.3
COCC#Cc1ccc2c(c1)O[C@H](CN(C)S(=O)(=O)c1ccc(C)cc1)[C@@H](C)CN([C@H](C)CO)S2(=O)=O,0.2
C[C@H]1CCCCO[C@H](CN(C)C(=O)Nc2ccccc2)[C@@H](C)CN([C@@H](C)CO)C(=O)c2cc(NC(=O)CCC(F)(F)F)ccc2O1,0.5
CCCNC(=O)N1[C@H](C#N)[C@H](c2ccc(-c3cccc(OC)c3)cc2)[C@@H]1CO,-0.6
C[C@@H]1CN([C@H](C)CO)C(=O)c2cc(NS(=O)(=O)c3ccccc3)ccc2O[C@@H]1CN(C)S(=O)(=O)c1ccccc1,2.2
C[C@H]1CN([C@@H](C)CO)C(=O)c2cc(NC(=O)Cc3cn(C)c4ccccc34)ccc2O[C@H]1CN(C)C(=O)Nc1ccccc1,3.7
CCC(=O)Nc1ccc2c(c1)OC[C@H](C)N(C(=O)COC)C[C@@H](C)[C@@H](OC)CN(C)C2=O,-4.9
C[C@H](CO)N1C[C@H](C)[C@@H](CN(C)C(=O)NC2CCCCC2)Oc2ccc(NC(=O)C3CC3)cc2CC1=O,1.8
C[C@@H]1CN([C@H](C)CO)C(=O)c2cccc(NC(=O)Nc3ccc(F)cc3)c2O[C@H]1CN(C)Cc1ccccc1,-1.9
O=C(N[C@@H]1CC[C@H](CCn2cc(C3CCCCC3)nn2)O[C@H]1CO)c1cccnc1,5.2
COc1ccccc1C(=O)Nc1ccc2c(c1)C(=O)N(C)C[C@@H](OC)[C@@H](C)CN(CC1CC1)[C@@H](C)CO2,-2.8
C[C@@H]1CN([C@@H](C)CO)C(=O)c2cc(C3=CCCC3)cnc2O[C@@H]1CN(C)C(=O)CN(C)C,-0.7
O=S(=O)(N[C@H]1CC[C@H](CCn2cc(-c3ccccn3)nn2)O[C@H]1CO)c1cccc(F)c1,1.1
Cc1noc(C)c1S(=O)(=O)Nc1ccc2c(c1)CC(=O)N([C@H](C)CO)C[C@@H](C)[C@@H](CN(C)Cc1ccccc1)O2,-0.4
O=C(NCC[C@H]1CC[C@H](NS(=O)(=O)c2cccc(F)c2)[C@@H](CO)O1)Nc1cc(F)ccc1F,0.5
CCC(=O)N(C)C[C@@H]1Oc2ncc(-c3ccccc3C)cc2C(=O)N([C@H](C)CO)C[C@H]1C,1.3
C[C@H](CO)N1C[C@H](C)[C@H](CN(C)Cc2ccncc2)Oc2ccc(NC(=O)C3CC3)cc2CC1=O,3.3
Cc1ccccc1S(=O)(=O)NCC[C@@H]1CC[C@@H](NC(=O)Nc2cccc(Cl)c2)[C@H](CO)O1,2.7
O=C(C[C@@H]1CC[C@@H]2[C@H](COC[C@H](O)CN2CC2CCOCC2)O1)NCC1CCCCC1,-1.2
C[C@H]1CN([C@@H](C)CO)S(=O)(=O)c2ccc(C3=CCCCC3)cc2O[C@@H]1CN(C)C(=O)CC1CC1,1.4
C[C@@H]1CN([C@@H](C)CO)S(=O)(=O)c2ccc(/C=C/c3ccccc3)cc2O[C@H]1CN(C)C(=O)c1ccccc1,-0.6
C[C@H]1CN([C@@H](C)CO)C(=O)c2cc(C#CCN(C)C)cnc2O[C@H]1CN(C)Cc1cccc(F)c1,-0.4
Cn1cnc(CCNC(=O)C[C@H]2CC[C@@H]3[C@H](COC[C@@H](O)CN3C(=O)Nc3ccc(F)cc3)O2)c1,-1.0
CO[C@@H]1CC[C@H]2CCOc3ccc(C#N)cc3C(=O)N(C)C[C@@H](C)C(=O)N(C)C[C@H]1O2,-5.2
CCCC(=O)Nc1ccc2c(c1)C(=O)N(C)[C@H]1CC[C@H](CC(=O)NCC(F)(F)F)O[C@@H]1CO2,0.5
C[C@H](CO)N1C[C@H](C)[C@H](CN(C)S(=O)(=O)c2cccs2)Oc2c(NC(=O)Nc3cccc4ccccc34)cccc2C1=O,0.6
C[C@H](CO)N1C[C@H](C)[C@H](CN(C)C(=O)CN(C)C)Oc2cc(C#CC(C)(C)O)ccc2S1(=O)=O,-4.2
C[C@H](CO)N1C[C@H](C)[C@H](CN(C)Cc2ccc(Cl)c(Cl)c2)Oc2ccc(NS(=O)(=O)c3ccccc3)cc2C1=O,4.4
CCCNC(=O)C[C@H]1CC[C@@H]2[C@@H](COc3ccc(NC(=O)c4ccccc4)cc3C(=O)N2C)O1,2.2
Cc1ccc(S(=O)(=O)N(C)C[C@H]2Oc3cc(C#Cc4ccncc4)ccc3S(=O)(=O)N([C@@H](C)CO)C[C@@H]2C)cc1,-1.2
COCC(=O)Nc1ccc2c(c1)OC[C@H](C)N(C(=O)c1ccccn1)C[C@@H](C)[C@H](OC)CN(C)C2=O,-0.5
C/C=C/c1ccc([C@@H]2[C@@H](CO)N(C(=O)Cc3cccnc3)[C@H]2CNC(C)=O)cc1,-1.6
Cc1cccc(CN(C)C[C@@H]2OCc3cn(nn3)CCCC(=O)N([C@H](C)CO)C[C@@H]2C)c1,-1.1
CN1[C@@H]2c3ccc(C4=CCCCC4)c(=O)n3C[C@H]1[C@H](CO)[C@H]2C(=O)NCc1cc(F)cc(F)c1,2.4
CC(C)NC(=O)Nc1cccc2c1O[C@@H](CN(C)S(=O)(=O)c1ccc(F)cc1)[C@H](C)CN([C@H](C)CO)C2=O,0.9
Cc1ccc(S(=O)(=O)N(C)C[C@@H]2OCCCC[C@@H](C)Oc3ccc(NC(=O)NC(C)C)cc3C(=O)N([C@H](C)CO)C[C@@H]2C)cc1,-2.0
C[C@@H]1CN([C@@H](C)CO)C(=O)c2cc(C#Cc3cccc(F)c3)cnc2O[C@H]1CN(C)C(=O)c1ccccc1F,-1.6
C[C@@H]1CN([C@@H](C)CO)C(=O)c2cc(NC(=O)NC3CCCCC3)ccc2O[C@H]1CN(C)C,-1.0
C[C@@H]1CN([C@@H](C)CO)S(=O)(=O)c2ccc(/C=C/c3ccccc3)cc2O[C@H]1CN(C)C(=O)Nc1ccc(F)cc1,0.8
COC(=O)[C@H]1[C@H](CO)[C@H]2Cn3c(cccc3=O)[C@H]2N1C(=O)C1CCC1,0.1
C[C@@H]1CCCCO[C@H](CN(C)C(=O)Cc2ccccc2)[C@H](C)CN([C@@H](C)CO)C(=O)c2cc(NS(=O)(=O)c3cn(C)cn3)ccc2O1,-0.6

# 2 entries from above, as labelled records.
COC(=O)[C@H]1[C@H](CO)[C@H]2Cn3c(cccc3=O)[C@H]2N1C(=O)C1CCC1
  Mtb BioA inh: 0.1
C[C@@H]1CCCCO[C@H](CN(C)C(=O)Cc2ccccc2)[C@H](C)CN([C@@H](C)CO)C(=O)c2cc(NS(=O)(=O)c3cn(C)cn3)ccc2O1
  Mtb BioA inh: -0.6

# Single values from the results shown.
# Mtb BioA inh result of COC(=O)[C@H]1[C@H](CO)[C@H]2Cn3c(cccc3=O)[C@H]2N1C(=O)C1CCC1 → 0.1
# Mtb BioA inh result of C[C@@H]1CCCCO[C@H](CN(C)C(=O)Cc2ccccc2)[C@H](C)CN([C@@H](C)CO)C(=O)c2cc(NS(=O)(=O)c3cn(C)cn3)ccc2O1 → -0.6
# Mtb BioA inh result of Cc1ccc(S(=O)(=O)N(C)C[C@@H]2OCCCC[C@@H](C)Oc3ccc(NC(=O)NC(C)C)cc3C(=O)N([C@H](C)CO)C[C@@H]2C)cc1 → -2.0
# Mtb BioA inh result of C/C=C/c1ccc([C@@H]2[C@@H](CO)N(C(=O)Cc3cccnc3)[C@H]2CNC(C)=O)cc1 → -1.6
# Mtb BioA inh result of COCC(=O)Nc1ccc2c(c1)OC[C@H](C)N(C(=O)c1ccccn1)C[C@@H](C)[C@H](OC)CN(C)C2=O → -0.5

# Carrying on:
SMILES,Mtb BioA inh
COc1ccc(S(=O)(=O)Nc2ccc3c(c2)C(=O)N([C@H](C)CO)C[C@H](C)[C@@H](CN(C)C(=O)Cc2ccccc2)OCCCC[C@@H](C)O3)cc1,-0.7
CC(C)NC(=O)Nc1ccc2c(c1)C(=O)N([C@@H](C)CO)C[C@@H](C)[C@@H](CN(C)S(=O)(=O)c1cccs1)OCCCC[C@H](C)O2,1.6
OC[C@@H]1[C@@H](c2ccc(C#CC3(O)CCCC3)cc2)[C@H]2CN(Cc3cncnc3)CCCCN12,-2.2
COc1ccc(NC(=O)Nc2ccc3c(c2)C(=O)N([C@H](C)CO)C[C@H](C)[C@@H](CN(C)C(=O)Nc2ccc4c(c2)OCO4)OCCCC[C@H](C)O3)cc1,-1.0
N#C[C@H]1[C@H](c2ccc(C#CC3CCCCC3)cc2)[C@@H](CO)N1C(=O)c1cccc(F)c1,-4.4
CC(C)NC(=O)N(C)C[C@H]1OCCCC[C@H](C)Oc2ccc(NC(=O)C3CCCCC3)cc2C(=O)N([C@@H](C)CO)C[C@@H]1C,1.2
Cc1ccc(-c2cnc3c(c2)C(=O)N([C@H](C)CO)C[C@@H](C)[C@@H](CN(C)C(=O)c2cccc(F)c2)O3)cc1,0.7
COc1ccc(CNC(=O)C[C@@H]2C=C[C@@H](NC(=O)c3ccc4c(c3)OCO4)[C@@H](CO)O2)cc1,3.2
Cc1ccc(S(=O)(=O)N(C)C[C@H]2Oc3ccc(NC(=O)Nc4ccc(F)cc4)cc3C(=O)N([C@H](C)CO)C[C@@H]2C)cc1,-0.4
O=C(C[C@H]1CC[C@H]2[C@@H](COC[C@@H](O)CN2C(=O)Nc2ccc(Cl)c(Cl)c2)O1)NCc1ccccc1,3.5
OC[C@@H]1[C@H](c2ccc(-c3ccccc3)cc2)[C@H]2CN(Cc3cncnc3)CCCCN12,-5.6
C[C@@H]1CCCCO[C@H](CN(C)C(=O)Nc2ccc(C(F)(F)F)cc2)[C@H](C)CN([C@@H](C)CO)C(=O)c2cc(NC(=O)NC3CCCCC3)ccc2O1,0.6
O=C(C[C@@H]1CC[C@H]2[C@@H](COC[C@H](O)CN2Cc2cccc(Cl)c2)O1)NCc1cccc(F)c1,2.1
CN(C)C(=O)C[C@@H]1CC[C@@H]2[C@H](COC[C@H](O)CN2Cc2ccc(C(F)(F)F)cc2)O1,-1.0
C[C@@H](NC(=O)C[C@@H]1CC[C@@H](NC(=O)Cc2ccccn2)[C@H](CO)O1)c1ccccc1,-2.5
C[C@@H]1CCCCO[C@H](CN(C)Cc2ccncc2)[C@@H](C)CN([C@@H](C)CO)C(=O)c2cc(NS(=O)(=O)c3cccs3)ccc2O1,-1.2
COc1ccc(NC(=O)Nc2ccc3c(c2)C(=O)N([C@H](C)CO)C[C@H](C)[C@H](CN(C)C(=O)NC2CCCCC2)OCCCC[C@H](C)O3)cc1,2.3
C[C@H]1CN([C@@H](C)CO)C(=O)c2cc(NC(=O)Nc3ccc4c(c3)OCO4)ccc2O[C@@H]1CN(C)S(=O)(=O)c1cn(C)cn1,0.6
